Compound activity from PubChem BioAssay.
KCNQ2 block: KCNQ2 potassium channel inhibitors, primary screen, cell-based, CHO-K1, FluxOR thallium flux, B-score (AID 2156). 310,000 tested, 1.1% active. 20 min; active compounds read low. B-score at 10 µM. Potassium voltage-gated channel subfamily KQT member 2 (Rattus norvegicus), O88943;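 active = fluorescence ratio B-score at most minus 3 library SDs, with starting brightness B-score within 2 library SDs, cut at about -5.5 in these data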
STK33 kinase inh: inhibitors of purified STK33 kinase, primary screen, biochemical, ADP-Glo luminescence, homogeneous, cell-free. 320,000 tested, 0.073% active. inhibition, % at 10 µM. AID 2661, 2010. MBP phosphorylation. Serine/threonine-protein kinase 33 (Homo sapiens), Q9BYT3;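 active = inhibition at or above 25%, using the most active replicate where run in duplicate; inactive = inhibition below 25%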
Target sequence (Q9BYT3 whole entry, looked up): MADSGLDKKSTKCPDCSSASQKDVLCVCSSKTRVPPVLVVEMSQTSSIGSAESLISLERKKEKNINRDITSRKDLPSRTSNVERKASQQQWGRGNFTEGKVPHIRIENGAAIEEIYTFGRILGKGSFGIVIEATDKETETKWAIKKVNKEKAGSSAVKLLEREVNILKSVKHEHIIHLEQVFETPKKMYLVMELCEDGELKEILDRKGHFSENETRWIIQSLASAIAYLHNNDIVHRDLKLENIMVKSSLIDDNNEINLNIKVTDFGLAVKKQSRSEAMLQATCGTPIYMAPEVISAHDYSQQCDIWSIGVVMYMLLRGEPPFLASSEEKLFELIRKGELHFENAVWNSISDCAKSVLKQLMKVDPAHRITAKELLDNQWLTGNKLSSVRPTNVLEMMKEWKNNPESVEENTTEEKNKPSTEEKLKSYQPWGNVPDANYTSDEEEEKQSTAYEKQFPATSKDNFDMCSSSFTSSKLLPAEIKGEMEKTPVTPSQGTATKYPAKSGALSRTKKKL
OX1R antag: antagonists of human orexin 1 receptor (OX1R); Orexin/Hypocretin receptor type 1 (Homo sapiens), O43613; OX1R-expressing cells, FRET antagonist read-out; inhibition, % at 6.6 µM; 330,000 tested, 1.8% active; in the data active = inhibition mostly above about 38%, no sharp cut-off; inactive = mostly below about 40%;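 also: 0% = agonist challenge alone and 100% = reference antagonist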
Target sequence (O43613 whole entry, looked up): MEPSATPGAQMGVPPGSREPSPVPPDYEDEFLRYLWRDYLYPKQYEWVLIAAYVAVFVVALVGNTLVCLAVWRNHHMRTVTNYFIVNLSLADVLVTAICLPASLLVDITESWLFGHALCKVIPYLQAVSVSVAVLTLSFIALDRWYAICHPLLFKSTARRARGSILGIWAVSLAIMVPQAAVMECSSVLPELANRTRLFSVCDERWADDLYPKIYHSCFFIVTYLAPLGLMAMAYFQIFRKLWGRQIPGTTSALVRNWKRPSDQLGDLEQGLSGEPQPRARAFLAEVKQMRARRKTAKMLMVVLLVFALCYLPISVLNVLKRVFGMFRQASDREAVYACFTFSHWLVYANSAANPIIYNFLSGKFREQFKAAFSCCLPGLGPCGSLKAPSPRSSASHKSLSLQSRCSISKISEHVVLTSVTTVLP
* marks the source's active call; other numbers are inactive results; i = inactive; nt = not tested or not shown.

SMILES | KCNQ2 block | STK33 kinase inh | OX1R antag
Cc1ccc(S(=O)(=O)NCCN2CCOCC2)cc1 | i | nt | 30
O=C(c1cc2ccccc2c(=O)o1)N1CCc2ccccc2C1 | i | -0.9 | 13
Cc1ccc(C(=O)O/N=C(\N)c2ccccc2)c(Cl)c1 | i | 13 | 8
COCCCNC(=O)c1ccc2c3c(onc13)-c1ccccc1C2=O | i | 21 | 33
O=C(NNC(=O)c1cccs1)c1ccc(Cl)nc1 | i | -2.9 | 17
CCC(CO)Oc1cc(NC(=O)c2ccccc2N)c2ncn(C(C)C)c2c1 (stereo not drawn) | nt | 3.2 | 3
CCc1nc(NCc2cccnc2)c2oc3ccccc3c2n1 | i | 2.5 | 10
Cc1ccc(NC(=O)CCNC(=O)c2ccc(Cl)cc2)cc1F | i | -0.6 | 14
COc1ccc(OC)c(/C=N/NC(=O)c2c(C)nc3ccc(C)cn23)c1 | i | -0.5 | 5
CCc1ncc(CN2CCCC(C(=O)Nc3ccc(-c4cscn4)cc3)C2)cn1 (stereo not drawn) | i | -0.2 | 0
O=C(c1ccc(Cl)c(S(=O)(=O)N2CCCC2)c1)N1CCCCC1 | i | -0.9 | 7
Cc1nnc(NC(=O)CSc2ccc(-c3ccco3)nn2)s1 | i | -0.7 | 12
O=C(CSc1nc2c(c(=O)n1-c1ccc(Cl)cc1)SCC2)N1CCOCC1 | i | -0.4 | 17
O=C(Nc1ccc2c(c1)OCO2)c1c[nH]c(=O)n(-c2ccc(F)cc2)c1=O | i | -0.8 | 1
COc1ccc(C2NC(C(=O)O)CS2)cc1COCC(F)(F)F (stereo not drawn) | i | -0.8 | 16
CC1(C)CC(=O)C=C(Nc2ccc(F)cc2)C1 | i | -1.2 | 12
CC(=O)NC1(c2ccccc2)CCN(CC(=O)N2CCC(C)CC2)CC1 | i | -1.9 | 2
COc1ccc(SC[C@H](CC(C)C)N2CCN(CCc3ccccc3)CCC2=O)cc1 | i | 0.4 | 19
CN(Cc1ccccc1)C(=O)COc1ccccc1Cl | i | 0.8 | 4
O=C(CN1C(=O)/C(=C\c2ccccc2F)SC1=S)Nc1nc2ccccc2s1 | i | -1.0 | 30
CN(C)C=NCCn1c(N2CCOCC2)nc2c1c(=O)n(C)c(=O)n2C | i | nt | 27
CCn1c(CSCc2ccc(C)cc2)nnc1SCC(=O)N1CCN(c2ccccc2)CC1 | -7.8* | -1.4 | 23
CCCn1c(-c2cccnc2Cl)nc2cc(Cl)c(Cl)cc21 | i | 1.8 | -2
CC(CN1CCCCC1)OC(=O)CCc1ccccc1 (stereo not drawn) | i | -0.9 | 17
COc1ccccc1CNC(=O)CCC(=O)N1Cc2cccc(OC)c2Oc2ncccc21 | i | 0.9 | 14
COc1ccc(CCNC(=O)C(C)OC(=O)c2nsc(Cl)c2Cl)cc1OC (stereo not drawn) | i | -3.4 | 13
Cc1cccc(N2CCN(C(=O)COc3cc(=O)n(C)c4ccccc34)CC2)c1C | i | -1.5 | 4
CCN(CC)CCN(Cc1cc2ccc(C)cc2[nH]c1=O)C(=S)Nc1ccccc1C(=O)OC | i | 0.1 | 8
CCOc1ccccc1C(=O)OCC(=O)Nc1nnc(-c2ccccc2)o1 | i | nt | 31
CS(=O)(=O)c1ccccc1-c1csc(N2CCC(C(N)=O)CC2)n1 | nt | 0.1 | 6
N/C(=N\OC(=O)Cc1ccc(-c2ccccc2)cc1)c1ccncc1 | i | -1.6 | 27
CCN(CC)S(=O)(=O)c1ccc(Oc2cccc(C(C)=O)c2)nc1 | i | -2.8 | 6
CC(=O)Oc1cccc(N2C(=O)C3C4C=CC(C4=C(C)C)C3C2=O)c1 (stereo not drawn) | i | -0.6 | 14
CC1CCC(NC(=O)c2ccc(NS(=O)(=O)c3ccc4[nH]c(=O)[nH]c4c3)cc2)CC1 (stereo not drawn) | i | -1.1 | 11
COc1ccccc1C(=O)NC(CCSC)C(=O)NCC(c1ccco1)N(C)C (stereo not drawn) | i | -1.1 | 2
CCN(C(=N)N=C(N)N)c1ccccc1 | i | -0.2 | 8
CCOc1cccc(-c2c(C(=O)N/N=C/c3ccncc3)nnn2-c2nonc2N)c1 | i | 2.0 | 8
CCC(=O)N(CCc1ccccc1)Cc1cc2cc(OC)ccc2[nH]c1=O | i | -2.7 | 17
Cc1ccc2nc(-c3ccc(SCC(=O)N4CCc5ccccc54)nc3)[nH]c2c1 | i | -1.0 | 23
S=C(NCc1ccccc1)N1CCn2cccc2C1c1ccncc1 (stereo not drawn) | i | -1.9 | 16
CCn1c(=O)cc(OCC(=O)Nc2ccc(C)cn2)c2ccccc21 | i | -0.9 | 15
CCN1CCN(c2nc3ccccc3nc2C(C#N)S(=O)(=O)c2ccc(C)cc2)CC1 (stereo not drawn) | i | -1.5 | 7
O=C(CSc1nc2ccccc2[nH]1)NC1CCCC1 | i | -0.5 | 5
Cc1cc(Cl)ccc1OCC(=O)NNC(=O)CCOc1ccccc1 | nt | -2.4 | 13
Cc1ccc(S(=O)(=O)NCC(=O)OCN2C(=O)c3ccccc3C2=O)cc1 | i | -0.4 | 19
COc1ccc(/C=C(\NC(=O)c2cccs2)C(=O)NCc2ccco2)cc1OC | i | -1.6 | 12
COc1ccccc1/C=N/NC(=O)c1ccc(CN2C(=O)c3cccc4cccc2c34)cc1 | i | -1.3 | 13
CCCS(=O)(=O)c1nc(S(=O)(=O)c2ccc(C)cc2)c(N2CCN(C)CC2)s1 | i | 0.4 | 9
N#C/C(=C(/O)CSc1ncn[nH]1)c1nc2ccccc2[nH]1 | i | 1.1 | 11
C=CCNC(=O)c1ccc(-c2nc(-c3ccc(Cl)cc3Cl)cs2)cc1 | i | 1.0 | 11

Remaining list, next part.
SMILES | KCNQ2 block | STK33 kinase inh | OX1R antag
NS(=O)(=O)c1ccc(CCNCc2ccccc2OCc2ccc(Cl)cc2)cc1 | i | 1.7 | 8
COC(=O)c1cc(C(=O)NCCCN2CCOCC2)cc([N+](=O)[O-])c1 | i | 0.0 | 47
CCOc1cc2[nH]c(=O)n(Cc3ccc(C(=O)NCCOC)cc3)c(=O)c2cc1OCC | i | nt | 15
Cc1cc(C)c2c(N=NN(C)C)[nH]nc2n1 | i | 0.2 | 14
CCO[C@H]1OC(C(=O)N2CCN(Cc3ccc4c(c3)OCO4)CC2)=C[C@@H](C2CCCCC2)[C@@H]1CCCO | i | -0.8 | 14
O=C1N[C@@H](Cc2cn(S(=O)(=O)c3ccc([N+](=O)[O-])cc3)c3ccccc23)C(=O)N[C@H]1Cc1ccccc1 | i | -1.1 | 19
CC(=O)Oc1ccc(C(C)=O)c2c1OCCO2 | i | 0.2 | 89*
CSc1nc2sccc2c(=O)[nH]1 | i | 1.3 | 11
COc1ccc(SCc2noc(C(=O)NC(C)C)c2C(=O)O)cc1 | i | -1.2 | 27
COc1cc(NC(=O)COC(=O)CCc2cc(OC)c(OC)c(OC)c2)cc(OC)c1 | i | -1.0 | 31
COc1ccc(NC(=O)CC23CC4CC(CC(C4)C2)C3)cn1 | i | -1.7 | 9
O=C(OCN1C(=O)C(=O)c2ccccc21)c1ccc(Cl)cc1 | i | -0.6 | 6
COc1c(C)cc(C(=O)C2CCCN(C(=O)c3ccoc3)C2)cc1C (stereo not drawn) | i | 1.1 | 51*
CCOC(=O)Cc1cc(=O)n2[nH]cc(-c3cccc(Br)c3)c2n1 | i | -0.7 | 25
O=C(Nc1nc2ccc([N+](=O)[O-])cc2s1)c1c(F)cccc1F | i | 3.4 | 30
CC(=O)c1c(C)[nH]c(C(=O)CSc2nc3ccccc3c(=O)n2CCCN2CCOCC2)c1C | i | -0.7 | 12
Cc1cc(C)n(CC(C)NCc2cn[nH]c2-c2cccc3ccccc23)n1 (stereo not drawn) | i | -2.2 | 17
O=C(C1CCCN(S(=O)(=O)c2cccc3cccnc23)C1)N1CCc2ccccc21 (stereo not drawn) | i | 4.8 | 70*
Cc1ccc(C2CC2C(=O)NNC(=S)Nc2cccc(Cl)c2)cc1 (stereo not drawn) | i | 1.2 | 12
Cc1ccc(NC(=O)CSc2nnc(CN3CCOCC3)n2-c2ccccc2)cc1 | i | 0.0 | 7
CCc1ccc(OCC(=O)NC(C)C)cc1 | i | -2.9 | 10
Cc1ccc2c(n1)sc1c(N)ncnc12 | i | 16 | 18
CCc1noc(C)c1C(=O)NNC(=O)c1ccccc1F | i | -1.7 | 19
CC(=O)c1c(C)[nH]c(C(=O)OCC(=O)Nc2ccc([N+](=O)[O-])cc2Cl)c1C | i | 0.1 | 6
CCCCCCCCCOC(=O)C(CC(=O)O)N1CCOCC1 (stereo not drawn) | i | -2.1 | 28
CC(O)(CS(=O)(=O)Cc1ccccc1Cl)C(=O)Nc1cccc(C(F)(F)F)c1 (stereo not drawn) | i | -0.6 | 14
COc1ccc(C2CC(c3ccc(Cl)cc3Cl)Nc3nc(N)nn32)cc1OC (stereo not drawn) | i | -1.2 | 18
Cc1ccc(C(C(=O)NC2CCCC2)N(Cc2ccco2)C(=O)CCC(=O)Nc2cc(C)on2)cc1 (stereo not drawn) | i | 0.8 | 38
CCOc1ccc(NC(=O)c2cc([N+](=O)[O-])ccc2N2CCOCC2)cc1 | i | -1.4 | 32
O=c1cnc2ccccc2n1CC1CCCCC1 | i | -1.2 | 14
COc1ccc(NC(=O)c2ccccc2SC)c(OC)c1 | i | -0.1 | 0
COc1ccc(C(CNC(=O)c2ccc(OC)c(S(=O)(=O)N3CCCC3)c2)N2CCCC2)cc1 (stereo not drawn) | nt | -0.3 | 6
CCOC(=O)C1C(=O)C=C(c2ccc(C)cc2)CC1c1ccco1 (stereo not drawn) | i | -0.6 | 15
C=CCn1c(CSCc2ccc(C)cc2)nnc1SCC(=O)NCc1ccccc1 | -8.4* | -0.6 | 4
Cc1ccc(C2CC(c3cccs3)=NN2C(=O)c2ccc(Br)o2)cc1 (stereo not drawn) | nt | -0.2 | 14
CCOc1c(Cl)cc(C2NC(=O)NC(C)=C2C(=O)NCc2ccccc2)cc1OC (stereo not drawn) | i | -1.0 | 7
O=C(COC(=O)C1CCN(S(=O)(=O)c2ccccc2)CC1)NC(=O)c1ccc(OC(F)F)cc1 | i | 0.0 | -2
CCN(CC(=O)NC1CCS(=O)(=O)C1)C(C)C(=O)Nc1ccc(F)cc1 (stereo not drawn) | nt | -1.8 | 1
CC(NC(=O)CNC(=O)Cc1cccc2ccccc12)c1ccc(S(N)(=O)=O)cc1 (stereo not drawn) | i | -1.3 | nt
Clc1ccc(OCCSc2ncccn2)c2ccccc12 | -5.7* | 0.5 | 15
CN(CC(=O)NCc1ccccc1Cl)CC(=O)Nc1cccc(F)c1 | i | -0.7 | 18
Cc1[nH]c2ccccc2c1C(=O)NS(=O)(=O)Nc1ccccc1 | i | 0.5 | 13
CCN(c1ccccc1)S(=O)(=O)c1ccc(Oc2ccc(C(C)=O)cc2OC)nc1 | nt | 1.5 | 11
N=C1C(c2nc(-c3ccc(Cl)cc3)cs2)=C(O)CN1CCCN1CCOCC1 | i | 1.6 | 19
Cc1nc(SC(C)C(=O)NCC2CCCO2)c2cc(-c3ccccc3)sc2n1 (stereo not drawn) | i | 0.9 | 23
CN(C)/C=C/C(=O)c1ccc(Oc2ncccn2)cc1 | i | -1.2 | 2
CCN(CC)CCOC(=O)C12CC3CC(CC(C3)C1)C2 | i | -0.6 | 8
COc1ccc(C(C)=O)cc1CN1C(=O)NC2(CCCCCCC2)C1=O | i | 0.0 | 10
CCOP(=O)(OCC)c1nc(-c2ccccc2Cl)oc1N1CCOCC1 | i | -1.4 | 3
CCN(C(=O)CN1CCOCC1)C1(C)C(=O)c2ccccc2C1=O | i | -0.5 | 23

The list continues:
SMILES | KCNQ2 block | STK33 kinase inh | OX1R antag
CCc1nnc(NC(=O)CSc2ccc(-c3nc4ccc(C)cc4[nH]3)cn2)s1 | i | -2.1 | 8
O=C(O)c1cccc(S(=O)(=O)NCCC(c2ccccc2)c2ccccc2)c1 | i | 0.1 | 6
Cc1ccsc1C(=CCCN1CCC[C@@H](C(=O)O)C1)c1sccc1C | i | -1.6 | 10
CC(C)c1nnc(NC(=O)c2nc(S(=O)(=O)Cc3ccc(F)cc3)ncc2Cl)s1 | i | -1.3 | 19

A different layout for part of the listing above:
KCNQ2 block	STK33 kinase inh	OX1R antag	compound
i	-1.3	nt	CC(NC(=O)CNC(=O)Cc1cccc2ccccc12)c1ccc(S(N)(=O)=O)cc1 (stereo not drawn)
-5.7*	0.5	15	Clc1ccc(OCCSc2ncccn2)c2ccccc12
i	-0.7	18	CN(CC(=O)NCc1ccccc1Cl)CC(=O)Nc1cccc(F)c1
i	0.5	13	Cc1[nH]c2ccccc2c1C(=O)NS(=O)(=O)Nc1ccccc1
nt	1.5	11	CCN(c1ccccc1)S(=O)(=O)c1ccc(Oc2ccc(C(C)=O)cc2OC)nc1
i	1.6	19	N=C1C(c2nc(-c3ccc(Cl)cc3)cs2)=C(O)CN1CCCN1CCOCC1
i	0.9	23	Cc1nc(SC(C)C(=O)NCC2CCCO2)c2cc(-c3ccccc3)sc2n1 (stereo not drawn)
i	-1.2	2	CN(C)/C=C/C(=O)c1ccc(Oc2ncccn2)cc1
i	-0.6	8	CCN(CC)CCOC(=O)C12CC3CC(CC(C3)C1)C2
i	0.0	10	COc1ccc(C(C)=O)cc1CN1C(=O)NC2(CCCCCCC2)C1=O
i	-1.4	3	CCOP(=O)(OCC)c1nc(-c2ccccc2Cl)oc1N1CCOCC1
i	-0.5	23	CCN(C(=O)CN1CCOCC1)C1(C)C(=O)c2ccccc2C1=O
i	-2.1	8	CCc1nnc(NC(=O)CSc2ccc(-c3nc4ccc(C)cc4[nH]3)cn2)s1
